Screening results: PubChem, National Center for Advancing Translational Sciences (NCATS)
N370S GC – inhibitors or activators of N370S glucocerebrosidase for Gaucher disease. P04062. N370S GC spleen homogenate, 4MU-glucoside fluorescence. Potency, µM (series often up to 59.4 µM), for the others: at the highest dose activity change, negative = inhibition, hits mostly inhibitors. 330,000 tested, 0.092% active;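 note: 0% = full enzyme activity and -100% = no enzyme basal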
TDP1 block – TDP1 (human) enzyme inhibition; recombinant TDP1, AlphaScreen DNA substrate cleavage; Potency, µM (doses to about 130 µM), without a hit: at the top dose activity change, negative = inhibition, most hits filed as inhibitors; 350,000 tested, 0.28% active; AID 485290; note: nearly all actives have a fitted effect of over 40% in size
Target sequence (Q9NUW8 whole entry, looked up): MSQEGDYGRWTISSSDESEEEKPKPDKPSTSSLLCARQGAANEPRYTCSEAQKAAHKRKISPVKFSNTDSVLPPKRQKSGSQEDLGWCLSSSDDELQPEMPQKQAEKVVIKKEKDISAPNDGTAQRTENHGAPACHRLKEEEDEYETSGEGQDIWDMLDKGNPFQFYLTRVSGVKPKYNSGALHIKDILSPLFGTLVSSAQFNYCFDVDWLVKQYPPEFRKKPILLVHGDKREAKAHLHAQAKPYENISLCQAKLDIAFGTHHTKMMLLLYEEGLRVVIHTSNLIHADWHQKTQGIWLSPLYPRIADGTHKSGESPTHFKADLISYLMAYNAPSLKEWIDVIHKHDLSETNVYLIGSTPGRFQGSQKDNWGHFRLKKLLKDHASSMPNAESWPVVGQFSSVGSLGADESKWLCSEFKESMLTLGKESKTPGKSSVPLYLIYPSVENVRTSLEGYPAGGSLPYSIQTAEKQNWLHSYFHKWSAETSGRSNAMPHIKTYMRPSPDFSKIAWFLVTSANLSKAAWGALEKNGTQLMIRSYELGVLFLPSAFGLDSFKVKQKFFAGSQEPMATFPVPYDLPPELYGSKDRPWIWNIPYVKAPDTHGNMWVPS
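Enzyme-compound mixtures sat 15 min at room temperature, followed by a 5 min reaction with 15 nM final substrate and 10 min with AlphaScreen beads. Recombinant human Tdp1 was used at 1 nM final.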
DT40 TDP1 no CPT – qHTS for Inhibitors of human tyrosyl-DNA phosphodiesterase 1 (TDP1): qHTS in cells in absence of CPT. 420,000 tested, 15% active. Potency, µM (highest dose often 46.2 µM), for the others: at the top dose activity change, negative = growth inhibition, usual class: inhibitors. AID 686978, 2013. DT40 Tdp1-/- hTDP1 cells, no CPT, ATP luminescence, 48 h; note: nearly all actives have a fitted effect of over 55% in size
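Stably hTDP1-transfected Tdp1-null chicken DT40 cells were treated with library compounds minus camptothecin and grown for at least 48 hr at 37 °C, after which cellular ATP was quantified by luminescence.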
* hit, by the source's call; u = inconclusive; x = no result given; & = joins results of further samples; [ ] = another dose, or the depositor's remark. Calls come from the whole dose curve; as a rule, active = well fitted curve in the direction sought with a large enough effect; inconclusive = small, poorly fitted or top-dose-only effect, or another doubt; inactive = no such curve, though single readings can be large; an effect the other way counts as inactive or inconclusive. Unless noted, % is set by controls: 0 for no effect and ±100 for the full control effect; potency is the fitted concentration of half-maximal effect.

cpd	SMILES	TDP1 block	N370S GC	DT40 TDP1 no CPT
1	Cc1cccc(N2CCN(S(=O)(=O)c3ccc4c(c3)CC(C)N4C(=O)C3CC3)CC2)c1C (configuration not stated)	2%	-2%	23µM*
2	Cc1c(C(=O)Nc2ccc(F)c(Cl)c2)oc2ccc(S(=O)(=O)N(C)C3CCCCC3)cc12	0%	x	15µM*
3	Cc1nonc1NC(=O)c1oc2ccc(F)cc2c1C	0%	-19%	12%
4	Cc1cc(NCc2cccnc2)no1	3%	7%	-4%
5	CC(C)NC(=O)CN(Cc1ccc2c(c1)OCO2)C(=O)CCC(=O)Nc1ccccn1	7%	-3%	-2%
6	COc1ccccc1-c1nnc(SCC(=O)Nc2ccccc2F)o1	-4%	x	21µM*
7	O=c1cc2nc(-c3ccccc3)nc(SCc3cccc(Br)c3)n2[nH]1	3%	x	9.2µM*
8	Cn1c(=S)n(/N=C/c2cccs2)c2ccccc21	x	3%	-2%
9	COc1cc(C(=O)NCCCc2nc3ccccc3n2CC(C)C)cc(OC)c1OC	6%	x	u
10	Cc1ccc(C)c(OCc2cc(C(=O)N3CCN(c4cnccn4)CC3)no2)c1	8%	4%	u
11	CCOC(=O)C1=C(COC(=O)C2CC(=O)N(c3ccccc3F)C2)NC(=O)NC1C (configuration not stated)	-16%	x	0%
12	C#C[C@]1(OC(C)=O)CC[C@H]2[C@@H]3CCC4=CC(=O)CC[C@@H]4[C@H]3CC[C@@]21C	11%	18%	12µM*
13	Cc1cc(C(=O)COC(=O)c2ccc(O)cc2)c(C)n1CC1COc2ccccc2O1 (configuration not stated)	11%	2%	u
14	CC(C(=O)N1CCc2ccccc21)N(C)CC(=O)Nc1ccccc1Cl (configuration not stated)	-3%[56.1 µM]	x	u
15	O=C(CN1C(=O)c2cccc3cccc1c23)NC1CCCCC1	x	0%	-4%
16	Cc1cc2[nH]c(=O)c(=O)[nH]c2cc1S(=O)(=O)Nc1cccc(C(F)(F)F)c1	4%	x	-1%
17	C=CCNC(=O)CSCc1ccc(Br)cc1	-5%	-15%	-15%
18	COc1ccc(NC(=O)CSc2nnc(-c3cccnc3)s2)cc1	16%	-4%	-3%
19	CCC1CCCCN1S(=O)(=O)c1ccc(NC(=O)c2ccncc2)cc1 (configuration not stated)	2%	-23%	12µM*
20	CC1=CC(C)(C)N(S(=O)(=O)c2ccc(F)cc2)c2ccc(C)cc21	-2%	6%	5.8µM*
21	COc1ccc(C(=O)NNC(=O)CCn2nnc(-c3ccc(C)cc3)n2)cc1OC	6%	-2%	-24%
22	Cc1ccc(Cn2c(C)cc3c(c2=O)C(c2cccs2)C(C#N)=C(N)O3)cc1 (configuration not stated)	5%	8%	-34%
23	Cc1ccc(CNC(=O)CCCn2nc(C)c3c(C)n(-c4ccccc4)nc3c2=O)cc1	0%&6%	3%	u
24	N#C/C(=N\Nc1ccc(F)cc1)C(=O)C1CC1	x	-3%	-26%
25	CCOc1ccc(-c2noc(CCC(=O)O)n2)cc1	3%	0%	-4%
26	CCN(CC(=O)Nc1c(F)cccc1F)C(=O)Cn1[nH]c(=O)c2ccccc2c1=O	0%[56.1 µM]	x	3%
27	Cc1cccc(CSc2nnc(NC(=O)CSc3nnc(C)s3)s2)c1	2%	5%	-17%
28	CC(OC(=O)c1ccncc1)C(=O)Nc1cc(S(=O)(=O)N2CCCCC2)ccc1Cl (configuration not stated)	3%	1%	u
29	COCCn1ccc2c(OCC(=O)Nc3ccccc3OC)cccc2c1=O	6%	-5%	21µM*
30	Cc1ccc2c(c1)N(C(=O)CCC(=O)NC1CCC(C)CC1)CCO2 (configuration not stated)	x	1%	u
31	Cc1ccc(Cl)cc1NC(=O)CCCN1C(=O)CCn2nc(-c3cn(C)c4ccccc34)cc21	3%	x	u
32	CCOc1ccc(N(CC(=O)NC2CCCC2)S(=O)(=O)c2c(C)[nH]c(=O)[nH]c2=O)cc1	3%	7.9µM*	2%
33	Cc1cc(Cl)c(C(=O)Nc2cccc(C(F)(F)F)c2)c(C)n1	6%	2%	-28%
34	O=C1C=C(c2ccc(CO)cc2)C[C@@H](c2ccc3c(c2)OCO3)C1	2%	x	u
35	O=c1c2c3c(sc2nc2n1CCCC2)CCC3	7%	4%	-12%
36	Cc1cc2oc(=O)cc(CN3CCOCC3)c2cc1Cl	5%	-14%	-1%
37	COc1ccc(N2CCOCC2)c(NC(=O)c2cc3ccccc3o2)c1	x	15%	u
38	CCc1ccccc1NC(=O)CSc1nnc(-c2ccncc2)o1	9%	-4%	-5%
39	Cc1[nH]c2ccccc2c(=O)c1CN1CCCCCC1	x	-10%	-10%
40	CC(C)(C)c1ccc(S(=O)(=O)NCc2ccc(C(=O)N3CCOCC3)cc2)cc1	4%	-22%	u
41	CCCCc1ccc(NC(=O)CSC2=NN3CCCC(=O)N=C3S2)cc1	3%[0.0935 µM]	5%	u
42	NS(=O)(=O)c1ccc(N=Nc2c(-c3ccccc3)[nH]n(-c3nc(-c4ccccc4)cs3)c2=O)cc1	8%	-5%	3.3µM*
43	COc1cc(OC)cc(C(=O)NC(=S)NNC(=O)[C@H]2C[C@@H]2c2ccccc2)c1	11%	5%	18µM*
44	Cc1c(C(=O)N2CCN(Cc3ccccc3)CC2)oc2c1C(=O)CCC2	0%	-10%	-18%
45	C=COC(=O)CSc1snc(SCC(=O)OC)c1C#N	5%	-13%	u
46	CC(=O)c1ccc(COC(=O)c2ccccc2NC(=O)C(C)C)cc1	-2%	6%	x
47	CCCCC#CC1C=CC(Oc2ccc(C(=O)OC)cc2)C(COC(=O)OCC)O1 (configuration not stated)	6%[21 µM]	0%[12.8 µM]	x
48	COc1ccc(NC(=O)CC2SC(=O)NC2=O)cc1 (configuration not stated)	3%	-8%	5.8µM*

6 structures already listed, arranged by count of non-hydrogen atoms, low to high.
cpd	SMILES	TDP1 block	N370S GC	DT40 TDP1 no CPT
46	CC(=O)c1ccc(COC(=O)c2ccccc2NC(=O)C(C)C)cc1	-2%	6%	x
41	CCCCc1ccc(NC(=O)CSC2=NN3CCCC(=O)N=C3S2)cc1	3%[0.0935 µM]	5%	u
43	COc1cc(OC)cc(C(=O)NC(=S)NNC(=O)[C@H]2C[C@@H]2c2ccccc2)c1	11%	5%	18µM*
40	CC(C)(C)c1ccc(S(=O)(=O)NCc2ccc(C(=O)N3CCOCC3)cc2)cc1	4%	-22%	u
47	CCCCC#CC1C=CC(Oc2ccc(C(=O)OC)cc2)C(COC(=O)OCC)O1 (configuration not stated)	6%[21 µM]	0%[12.8 µM]	x
42	NS(=O)(=O)c1ccc(N=Nc2c(-c3ccccc3)[nH]n(-c3nc(-c4ccccc4)cs3)c2=O)cc1	8%	-5%	3.3µM*

The results go on.
cpd	SMILES	TDP1 block	N370S GC	DT40 TDP1 no CPT
49	C#CC(N)CCC(=O)O (configuration not stated)	6%[56.1 µM]	-1%	x
50	COc1ccc2c(CNCc3ccco3)c(C(=O)O)n(Cc3ccc(F)cc3Cl)c2c1	5%	x	2.6µM*
51	Cc1cccc(C)c1NC(=O)Cn1c(CN2CCCCC2)nc2ccccc2c1=O	2%	-1%	u
52	Cc1ccc(C)c(NC(=O)C(Sc2nc3ccccc3c(=O)n2CC(C)C)c2ccccc2)c1 (configuration not stated)	4%	8%	2.6µM*
53	COc1ccc(/C=C2\SC(=S)N(CCC(=O)N3CCCCC3CCO)C2=O)cc1 (configuration not stated)	2%	-9%	u
54	COc1cccc(C(=O)Nc2cccc(-c3cn4c(C)csc4n3)c2)c1OC	8%	x	16µM*
55	O=c1[nH]c(CN2CCc3ccccc32)nc2scc(-c3cccs3)c12	8%	8%	1%
56	COc1ccc(NC(=O)CSc2nccn2Cc2ccccc2)c(OC)c1	7%	-6%	-23%
57	COC(=O)c1ccc(/C=N/NC(=O)C(=O)NCC2CCCO2)cc1 (configuration not stated)	4%	1%	-4%
58	Cc1noc(/C=C/c2ccccc2F)c1S(=O)(=O)N1CCC(C(=O)NCc2ccco2)CC1	1%	x	u
59	COc1cccc(-n2nnnc2SCC(=O)NC2CCCC2)c1	5%	1%	-16%
60	O=C(c1ccccc1)N(Cc1nc2ccccc2c(=O)[nH]1)C1CCCCC1	8%	u	u
61	CCOc1ccc(NC(=O)CN(C)C(=O)CSCc2ccc(C)cc2)cc1OCC	x	-6%	u
62	C(#Cc1ccccc1)C[N+]1(CC#Cc2ccccc2)CCCCC1	8%	-5%	1.5µM*
63	Cc1cc(N2CCCCC2)nc(N2CCCCC2)n1	1%	10%	u
64	COc1cccc(NC(=O)CN(C)C(=O)Cc2ccc(Cl)cc2Cl)c1	1%	-11%	-2%
65	Cc1ccc(NC(=O)c2ccc(NC(=O)C3CCCCC3C(=O)O)cc2)cc1 (configuration not stated)	3%	-12%	22%
66	Cc1cccc(NC(=O)NC(=S)NC(=O)c2ccccc2)c1	1%	19%	u
67	CCN(C(=O)Cn1c(=O)n(Cc2ccc3c(c2)OCO3)c(=O)c2ccc(C(=O)NC3CCCCC3)cc21)c1cccc(C)c1	5%	x	16µM*
68	CCc1ccc(/C=C2\Oc3ccc(C(=O)OC)cc3C2=O)cc1	3%	2%	u
69	O=C(NCCc1ccccc1)c1cccs1	2%	1%	-7%
70	COc1ccc(-c2cc(C(N)=O)nc(N3CCCCCC3)n2)cc1	3%	1%	-7%
71	CCN(CC)CCCNC(=O)Cc1c(C(=O)O)n(C)c2ccccc12	8%	0%	6%
72	CCC(C)C(NC(=O)C1CCC(C)CC1)C(=O)NCCCN1CCCCC1CC (configuration not stated)	3%	1%	-12%
73	CSc1ccccc1C(=O)N(C)Cc1ccccc1	-6%	3%	-10%
74	CCN(CC)C(=S)NC(=O)c1ccc(F)cc1	-4%	-7%	u
75	CC1Cc2nc(SCC(=O)N3CCN(c4ccccc4)CC3)n(C)c(=O)c2S1 (configuration not stated)	8%	14%	13µM*
76	CCCn1nnc(NC(=O)C(C)C)n1	-1%	4%	-3%
77	COC1(OC)C(=N/O)/C(=N\O)CCC1O (configuration not stated)	1%	6%	u
78	CCCN1CNC(=S)N(CC2CCCO2)C1 (configuration not stated)	8%	5%	2%
79	COc1ccc([C@H](NC(=O)OC(C)(C)C)C(=O)OC(C)(C)C)cc1	-2%	x	-16%
80	CC(C)(C)NC(=O)CCN1CCOCC1	3%	0%	-1%
81	O=C(Nc1ccc(N2CCCCC2)cc1)c1cc([N+](=O)[O-])cc([N+](=O)[O-])c1	7%	12%	-18%
82	Cc1ccc(S(=O)(=O)N2CCN(C(=O)Cc3ccccc3)CC2)cc1C	0%	x	-10%
83	Cc1cc(C(=O)CCC(=O)N(C)CC(=O)Nc2ccccc2Br)c(C)s1	6%[0.505 µM]	0%	-10%
84	COc1cccc(CN2CCN(c3ccc(F)cc3)C2=O)c1	-3%	15%	u
85	O=C(O)CCSc1ncnc2sc(-c3ccccc3)cc12	-3%	4%	2%
86	CCCCOc1ccc(C(=O)NCC(=O)N2CC(C)CC(C)C2)cc1 (configuration not stated)	1%	x	u
87	COCCNC(=O)C(c1cccs1)N(C(=O)Cn1nnc2ccccc21)c1ccc2c(c1)OCO2 (configuration not stated)	2%	-9%	10%
88	C/C(=N\NC(=S)Nc1ccc(F)cc1)C1CC1	2%	8%	u
89	CCN1C(=O)N(CN2CCOCC2)C2C1N(CN1CCOCC1)C(=O)N2CC (configuration not stated)	-7%	10%	u
90	Cc1ccccc1CN1CCN(CC(=O)NCc2ccccn2)C1=O	7%	-17%	0%
91	COc1cccc(CNCc2ccc3c(c2)OCO3)c1	4%	4%	-23%
92	C=C(CO)C1Cc2c(ccc3c2OC2COc4cc(OC)c(OC)cc4C2C3=O)O1 (configuration not stated)	19%	-21%	0.24µM*
93	Cn1c(Oc2ccc(F)cc2F)c(C=O)c2ccccc21	2%	-2%	u
94	Cc1nc(NS(=O)(=O)c2ccccc2)sc1NC(=O)Nc1ccc(Cl)cc1	x	-7%	24%
95	C=CCN1C(=O)C(CC(=O)NCC)SC1=Nc1cc(Cl)ccc1Cl (configuration not stated)	x	-18%	u
96	CCOC(=O)C1(Cc2ccc(OC)cc2)CCN(C(=O)c2ccc3[nH]ccc3c2)CC1	-10%	-7%	7.3µM*
97	Cc1cccc(-c2nc3scc(CCNS(=O)(=O)c4ccc5c(c4)OCCO5)n3n2)c1	0%	x	u
98	COc1cc(Br)cc(CN2CCN(C/C=C/c3ccccc3)CC2)c1O	12%	-7%	u
99	COc1ccc(CN(C)C(=O)Cc2c[nH]c3ccccc23)cc1	x	-3%	-1%

Only part of the results is shown. The share of hits here may be higher or lower than overall.
